HTRA1 inh: inhibitors of human serine peptidase HTRA1; Q92743; recombinant HTRA1, FP-rhodamine activity-based probe, fluorescence polarization; inhibition, % at 5.96 µM; 0.5% of 340,000 active; in the data active means inhibition above about 36%;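 further: 0% = enzyme with DMSO and 100% = wells lacking enzyme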
SIAE inh: blocks human sialic acid acetylesterase; inhibition, % at 9.66 µM; AID 1053197; 0.69% of 370,000 active; SIAE FP-Rh probe binding, fluorescence polarization; Q9HAT2;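 active means inhibition above a cutoff: mean of compounds within the control limits plus 3 SD of those, cut at about 17% in these data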;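 further: 0% = plate median of compound wells and 100% = probe without SIAE protein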
PRMT1 FP inh: inhibitors of human PRMT1. Q99873. recombinant PRMT1, activity-based probe fluorescence polarization. inhibition, % at 2.79 µM. 1.3% of 370,000 active;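 active means inhibition above about 21% made by adding two undisclosed values, limit read from the data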
TDP2 absorb: TDP2 (human) inhibition, absorbance primary screen | recombinant TDP2, T5PNP hydrolysis, p-nitrophenol absorbance 415 nm | inhibition, % at 12.8 µM | 0.34% of 370,000 active | AID 720702;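 active means inhibition above the mean of all tested compounds plus 3 SD, set per campaign, cut at about 25% in these data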;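 further: 0% = DMSO with enzyme and 100% = buffer with substrate but no TDP2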
Target sequence (O95551 whole entry, looked up): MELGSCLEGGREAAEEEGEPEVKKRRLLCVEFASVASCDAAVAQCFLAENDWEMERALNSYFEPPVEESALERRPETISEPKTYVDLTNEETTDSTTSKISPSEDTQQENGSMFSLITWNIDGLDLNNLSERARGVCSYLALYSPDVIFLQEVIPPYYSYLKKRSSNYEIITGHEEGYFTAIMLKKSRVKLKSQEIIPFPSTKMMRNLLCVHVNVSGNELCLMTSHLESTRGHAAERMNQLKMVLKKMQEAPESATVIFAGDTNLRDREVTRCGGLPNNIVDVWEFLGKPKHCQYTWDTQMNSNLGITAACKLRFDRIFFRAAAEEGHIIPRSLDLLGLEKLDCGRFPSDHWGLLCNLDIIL
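System – recombinant human TDP2 · Amount – 120 nM TDP2 per well · Buffer or medium – Mg2+-containing Tris-HCl buffer, pH 7.5 · Reagent – T5PNP substrate, 5 mM · Dosing – 12.8 µM single point, 1% DMSO · Incubation – 2 h at 37 °C · Measured by – epi absorbance · Read-out basis – percent inhibition · Benchmarks – high control without enzyme, low control DMSO plus TDP2 · Repeats – singlicate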
NPR2 activator: GC-B (human) receptor activation | activation, % at 10 µM | 0.11% of 370,000 active | HEK293-GC-B cells, CNP EC30, cGMP TR-FRET; 0% at EC30 CNP, 100% saturating CNP | AID 1920062 | P20594;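 active means activation at 10 µM reaching about 35% in either raw or pattern-adjusted values, limit read from the data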
MBD2 DNA inh: inhibitors of human MBD2 binding to methylated oligonucleotide. Q9UBB5. TR-FRET. inhibition, % at 4.4 µM. 0.31% of 370,000 active. AID 686964; in the data active means inhibition above about 13%
rCAG RNA binder: r(CAG) repeat RNA binding | TO-PRO-1 dye displacement fluorescence | inhibition, % at 3 µM | 1.3% of 370,000 active | AID 651821;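 active means inhibition above the plate cutoff, the mean of all test compounds on that plate plus 3 SD, cut at about 35% in these data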;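 further: 0% = DMSO alone and 100% = 100 µM mitoxantrone as full dye displacement; higher means more dye released from RNA so lower well fluorescence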
LEDGF integ inh: blocks HIV-1 LEDGF/p75-dependent DNA integration | TR-FRET IN-LEDGF/p75 DNA integration, Eu/Cy5 | 0.64% of 370,000 active | inhibition, % at 3.7 µM;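 active means inhibition above the screen-wide mean plus 3 SD, cut at about 13% in these data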;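 further: signal is the Cy5 over europium emission ratio at 671 and 618 nm; 0% = plate median of compound wells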
TCR CD3 inh: inhibitors of human TCR-CD3 interaction; TAMRA-labeled TCR probe fluorescence, biochemical; inhibition, % at 9.4 µM; 0.37% of 360,000 active; in the data active means inhibition above about 19%;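 further: recombinant mutant TCR 2C K166C tagged with TAMRA read by polarization; 0% = receptor in buffer alone and 100% = receptor with positive control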
ABHD4 inh: inhibitors of mouse ABHD4 | Q8VD66 | purified mABHD4, FP-Rh probe fluorescence polarization | inhibition, % at 8.92 µM | 0.54% of 370,000 active;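 active means inhibition exceeding the mean over every tested compound plus 3 SD, cut at about 30% in these data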;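 further: 0% = plate median of compound wells and 100% = S159A mutant with DMSO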
Target sequence (Q8VD66 whole entry, looked up): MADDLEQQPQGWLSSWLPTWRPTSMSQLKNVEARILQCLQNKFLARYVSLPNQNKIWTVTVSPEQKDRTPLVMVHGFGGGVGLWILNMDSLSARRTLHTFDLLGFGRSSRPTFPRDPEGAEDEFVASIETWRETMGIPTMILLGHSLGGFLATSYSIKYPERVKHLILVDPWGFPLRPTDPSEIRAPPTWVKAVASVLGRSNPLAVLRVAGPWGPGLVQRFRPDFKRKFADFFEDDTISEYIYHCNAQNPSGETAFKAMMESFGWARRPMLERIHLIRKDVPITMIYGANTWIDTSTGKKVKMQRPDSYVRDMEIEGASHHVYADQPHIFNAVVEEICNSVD
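Assay system: mABHD4 protein; medium: HEPES pH 7.0, NaCl, Pluronic buffer; dosing: 8.92 µM, single dose; schedule: 45 min + 60 min at 25 °C; signal: FP readout, ex 525 nm / em 598 nm; read-out: normalized percent inhibition of probe labeling; repeats: single replicate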
Starred values were filed as active, the others as inactive; . = not tested or not shown.

1: COc1ccc(OCC(=O)Nc2c3c(nn2-c2ccccc2)CS(=O)(=O)C3)cc1
2: COCCC(=O)N1CCC(Oc2ccc(C(=O)NCCCC3CCCC3)cc2)CC1
3: COc1ccccc1CNC(=O)c1cc(C(=O)CC(C)C)c[nH]1
4: CCOc1ccc2nc(NC(=O)Nc3ccccc3)sc2c1
5: Cn1nc(-c2ccccc2)c(-c2nc(-c3cccc(C(F)(F)F)c3)no2)c1Cl
6: Cn1c(=S)c2[nH]c(SCCN)nc2n(C)c1=O
7: CCCCN(C(=O)/C=C/c1ccc(OCC(C)C)c(OCC)c1)c1c(N)n(CCC)c(=O)[nH]c1=O
8: Cn1c(=O)oc2cc(S(=O)(=O)NCc3ccncc3)ccc21

assay / compound,1,2,3,4,5,6,7,8
HTRA1 inh,-7,0,-1,1,0,3,7,1
SIAE inh,0,4,0,4,4,5,12,0
PRMT1 FP inh,1,-5,-5,-2,0,9,-2,-3
TDP2 absorb,5,-7,12,4,-1,3,8,-16
NPR2 activator,-1,5,6,1,-7,-4,-6,-2
MBD2 DNA inh,-4,-1,-2,-3,-5,-5,-2,-3
rCAG RNA binder,-4,-9,-4,50*,0,9,2,2
LEDGF integ inh,-2,2,1,-1,-1,-4,0,5
TCR CD3 inh,4,-13,4,0,7,-6,2,0
ABHD4 inh,0,-4,-5,-5,2,39*,12,-6

9: CC(Oc1ccc(Cl)cc1Cl)c1ccnc2nc(N3CCOCC3)nn12 (stereo not given)
10: O=C(N/N=C/c1ccc(O)cc1)c1cc(-c2ccccc2)nc2ccccc12
11: Cc1cc(C(F)(F)F)nn1Cc1n[nH]c(=S)n1Cc1ccccc1
12: Cc1ccc(-c2nnc(SCC(=O)NCCN3C(=O)CSC3=O)n2C)cc1
13: CCC(C)[C@H]1CNCCN1CCc1cc(C(F)(F)F)cc(C(F)(F)F)c1 (stereo not given in full)
14: Cc1ccc(S(=O)(=O)N(C)C[C@@H]2OCc3cn(nn3)CCCC(=O)N([C@@H](C)CO)C[C@H]2C)cc1
15: O=C(O)C1C2C=CC3(CN(CC(O)COc4ccccc4)C(=O)C13)O2 (stereo not given)
16: CCN(CC)C(=O)CSC1=Nc2ccccc2C2=NC(Cc3c[nH]c4ccccc34)C(=O)N12 (stereo not given)

assay / compound,9,10,11,12,13,14,15,16
HTRA1 inh,-8,-25,0,2,8,1,2,-1
SIAE inh,4,-20,-10,9,-2,-2,-3,-3
PRMT1 FP inh,-1,0,4,2,1,2,-4,2
TDP2 absorb,2,-9,-2,-6,-18,-7,6,3
NPR2 activator,5,-1,-2,-1,-14,4,-1,1
MBD2 DNA inh,1,-2,8,1,-2,0,-4,8
rCAG RNA binder,-5,24,3,4,4,2,1,5
LEDGF integ inh,0,-5,2,-4,0,-1,-2,1
TCR CD3 inh,-1,9,1,-7,-3,-4,4,-2
ABHD4 inh,-8,-26,7,3,4,-2,-3,-1

17: CCSc1nc(-c2ccccc2)c(C#N)c(=O)[nH]1
18: O=C(CCNC(=O)c1ccc(Cl)cc1)Nc1nc2ccccc2[nH]1
19: Cc1ccccc1[C@@H](NC(=O)OC(C)(C)C)C(=O)OC(C)(C)C
20: O=S1(=O)N[C@@H](Cc2ccccc2)COc2cccc(NCCO)c21
21: COc1ccc(OCc2cc(C(=O)N3CCOCC3)no2)c(Cl)c1
22: COc1cccc(CNC(=O)CCC2CCCN(Cc3cc4ccccc4o3)C2)c1 (stereo not given)
23: CC1(C)CC(=O)N(c2ccc(C#N)cc2)C(=O)C1
24: COc1ccc(C2C(C(=O)c3cccs3)=C(O)C(=O)N2CCN2CCOCC2)c(OC)c1 (stereo not given)

assay / compound,17,18,19,20,21,22,23,24
HTRA1 inh,-3,4,-2,.,-1,-7,3,4
SIAE inh,-2,7,2,-3,-7,-1,-2,-2
PRMT1 FP inh,-2,1,-2,2,-1,0,0,16
TDP2 absorb,3,1,2,1,0,-9,14,-9
NPR2 activator,0,-6,0,3,-3,-5,4,-6
MBD2 DNA inh,-6,-6,3,-2,0,0,2,5
rCAG RNA binder,1,0,-10,0,-1,-4,1,8
LEDGF integ inh,0,-2,-3,-7,-1,2,2,-1
TCR CD3 inh,-1,0,3,3,7,3,-3,-2
ABHD4 inh,-1,1,5,1,-6,1,-4,-14

3 of the entries above in order of the TCR CD3 inh value, low to high:
entry	SMILES	HTRA1 inh	SIAE inh	PRMT1 FP inh	TDP2 absorb	NPR2 activator	MBD2 DNA inh	LEDGF integ inh	TCR CD3 inh
24	COc1ccc(C2C(C(=O)c3cccs3)=C(O)C(=O)N2CCN2CCOCC2)c(OC)c1 (stereo not given)	4	-2	16	-9	-6	5	-1	-2
20	O=S1(=O)N[C@@H](Cc2ccccc2)COc2cccc(NCCO)c21	.	-3	2	1	3	-2	-7	3
21	COc1ccc(OCc2cc(C(=O)N3CCOCC3)no2)c(Cl)c1	-1	-7	-1	0	-3	0	-1	7

Additional structures:
25: CC(=O)NC1=NN(C(C)=O)C(c2cccc([N+](=O)[O-])c2)S1 (stereo not given)
26: COc1ccc(C(CNC(=O)CCNC(=O)c2ccccc2Cl)N2CCCC2)cc1 (stereo not given)
27: C=CCn1c(SCC(=O)N2CC(=O)Nc3ccccc32)nc2scc(-c3cccs3)c2c1=O
28: Cc1ccc(SCC(=O)N(C)C2CCS(=O)(=O)C2)cc1 (stereo not given)
29: COc1ccc(C(=O)/C=C/N2CCCCC2)cc1OC
30: Cc1cc(C(=O)NC2CCCN(Cc3ccc(Cl)cc3)C2)no1 (stereo not given)
31: COc1ccc(OCCOc2ccc(N(C)S(=O)(=O)c3ccccc3)cc2)cc1
32: CN1C(=O)N(C)C2(c3ccccc3)Nn3c(s/c(=C/c4ccco4)c3=O)=NC12c1ccccc1 (stereo not given)

assay / compound,25,26,27,28,29,30,31,32
HTRA1 inh,-1,9,-31,-2,-6,-9,-8,-6
SIAE inh,3,2,-23,4,-8,-15,3,0
PRMT1 FP inh,-2,2,0,5,-1,-6,2,16
TDP2 absorb,-4,2,8,3,2,-18,5,-15
NPR2 activator,-2,-3,-16,6,-2,-5,0,6
MBD2 DNA inh,-3,2,-6,4,-1,4,-2,2
rCAG RNA binder,1,2,4,2,12,-1,5,15
LEDGF integ inh,0,-2,2,-5,5,4,0,6
TCR CD3 inh,9,4,7,-4,-2,7,4,-10
ABHD4 inh,7,-5,-38,-1,-12,-3,-5,-1

33: CCC(C)N=CC1=C(O)C(C(=O)OC)C(C)(C)CC1=O (stereo not given)
34: C=CCNS(=O)(=O)c1cccc2cc(C(=O)O)c(O)cc12
35: COc1ccc(C(=O)COC(=O)c2sc(C)nc2C)cc1OC
36: Cc1csc(NC(=O)C2CCN(C(=O)c3ccccc3C)CC2)n1
37: O=C(COC(=O)c1ccc(Cl)nc1)Nc1ccc2ccccc2c1
38: Nc1c(C(=O)NC2CCCC2)sc2nc(-c3cccs3)ccc12
39: C/C(=N\NC(=O)c1cccc(S(=O)(=O)Nc2ccccc2Cl)c1)c1ccc(-n2ccnc2)cc1
40: CCOC(=O)[C@]12CCCCC/C=C\1N(Cc1ccc(OC)cc1)C(=O)[C@H]2CC(=O)NCCCCc1ccccc1

assay / compound,33,34,35,36,37,38,39,40
HTRA1 inh,1,1,-2,-21,-3,-7,-5,.
SIAE inh,3,11,-3,1,-7,-17,-6,2
PRMT1 FP inh,-1,2,-1,2,-1,53*,1,-3
TDP2 absorb,5,11,2,18,-2,-5,7,2
NPR2 activator,1,-2,5,1,3,-1,1,-6
MBD2 DNA inh,-1,0,3,2,7,-3,1,-3
rCAG RNA binder,1,7,2,-5,4,28,40*,3
LEDGF integ inh,-2,1,-3,0,1,-1,0,6
TCR CD3 inh,0,4,3,0,1,6,-5,.
ABHD4 inh,-1,-6,1,-1,0,-14,-21,-9

41: O=C(Nc1nc(-c2ccc(-c3ccccc3)cc2)cs1)C1=COCCO1
42: COc1ccc(N2CCN(C(=O)CSc3nnc4c(C)cc5ccc(C)c(C)c5n34)CC2)cc1
43: O=C(Nc1ccc(NC(=O)c2cccs2)cc1)c1ccc(Br)o1
44: CCOC(=O)C1(CCOC)CCN(Cc2ccc(COC)o2)CC1
45: COc1ccc(OC)c(S(=O)(=O)NCC(=O)NC2CCCc3ccccc32)c1 (stereo not given)
46: Nc1ccc(C#Cc2ccccc2)cc1
47: COc1cc(NC(=O)COC(=O)c2[nH]c(C)c(C(C)=O)c2C)cc(OC)c1
48: COc1ccccc1N1CCN(S(=O)(=O)c2cnc[nH]2)CC1

assay / compound,41,42,43,44,45,46,47,48
HTRA1 inh,-5,-6,-8,-4,-1,3,-13,9
SIAE inh,-11,3,-8,-5,2,-4,-6,5
PRMT1 FP inh,-2,-1,-2,5,2,2,-4,-4
TDP2 absorb,3,-22,12,-3,-7,2,-2,4
NPR2 activator,-2,7,-1,0,1,-2,-4,0
MBD2 DNA inh,0,-4,1,0,-4,5,-8,3
rCAG RNA binder,5,-2,2,-2,-2,-2,0,3
LEDGF integ inh,1,4,-2,-8,2,-1,6,8
TCR CD3 inh,3,-7,-6,-2,-3,0,-3,3
ABHD4 inh,-4,0,-5,6,5,3,8,4

49: COc1ccc(CCNC(=O)COc2ccc(S(=O)(=O)N3CCOCC3)cc2C)cc1
50: N#CC1=C(N)Oc2c(sc3ccccc23)C1c1ccco1 (stereo not given)
51: COc1ccc(-c2nn(CCC#N)cc2C(=O)Nc2ccccn2)cc1OC
52: Cc1ccc(C(=O)OCN2C(=O)c3ccccc3C2=O)o1

assay / compound,49,50,51,52
HTRA1 inh,3,8,5,8
SIAE inh,-1,-28,-3,-5
PRMT1 FP inh,-1,27*,3,3
TDP2 absorb,-3,3,4,-7
NPR2 activator,-3,-11,-7,3
MBD2 DNA inh,0,-1,-3,-3
rCAG RNA binder,-2,24,-3,-6
LEDGF integ inh,1,4,-7,0
TCR CD3 inh,8,-13,-6,5
ABHD4 inh,3,-13,1,-2

Rewritten as labelled records: part of the list above
51	COc1ccc(-c2nn(CCC#N)cc2C(=O)Nc2ccccn2)cc1OC
  HTRA1 inh: 5	SIAE inh: -3	PRMT1 FP inh: 3	TDP2 absorb: 4	NPR2 activator: -7	MBD2 DNA inh: -3	rCAG RNA binder: -3	LEDGF integ inh: -7	TCR CD3 inh: -6	ABHD4 inh: 1
52	Cc1ccc(C(=O)OCN2C(=O)c3ccccc3C2=O)o1
  HTRA1 inh: 8	SIAE inh: -5	PRMT1 FP inh: 3	TDP2 absorb: -7	NPR2 activator: 3	MBD2 DNA inh: -3	rCAG RNA binder: -6	LEDGF integ inh: 0	TCR CD3 inh: 5	ABHD4 inh: -2

Screening results as filed in PubChem BioAssay.

The list is partial (hit frequency here may not be typical).
